Cdc42 wt – changes GTP binding to wildtype human Cdc42; GST-Cdc42 beads, Bodipy-GTP binding, flow cytometry; actives lie on both sides; 190,000 tested, 0.2% active; percent activity (GTP binding), % at 10 µM; P60953;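 active = percent activity GTP binding at least 20 points away from the 100% baseline, either down as inhibitor or up as activator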;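 note: median bead fluorescence of bound Bodipy-FL-GTP at 100 nM; 0% = excess unlabeled GTP control and 100% = no compound control; below 100% means less GTP binding so inhibitor and above means activator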
Target sequence (P60953 whole entry, looked up): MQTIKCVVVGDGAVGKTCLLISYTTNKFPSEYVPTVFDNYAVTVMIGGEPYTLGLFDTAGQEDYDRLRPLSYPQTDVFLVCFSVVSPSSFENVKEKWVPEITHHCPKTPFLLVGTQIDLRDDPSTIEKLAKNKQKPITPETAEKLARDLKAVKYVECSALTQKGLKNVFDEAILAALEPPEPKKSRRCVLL
HRas wt GTP bind – modulators of GTP binding to human HRas wildtype; 190,000 tested, 0.14% active; GTP binding activity, % at 10 µM; P01112; GST-Ras wt beads, Bodipy-FL-GTP binding, flow cytometry; actives lie on both sides;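 active = GTP binding activity at least 20% away from the 100% baseline, either lowered as inhibitor or raised as activator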;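 note: 0% = unlabeled GTP competition control and 100% = no-compound control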
Target sequence (P01112 whole entry, looked up): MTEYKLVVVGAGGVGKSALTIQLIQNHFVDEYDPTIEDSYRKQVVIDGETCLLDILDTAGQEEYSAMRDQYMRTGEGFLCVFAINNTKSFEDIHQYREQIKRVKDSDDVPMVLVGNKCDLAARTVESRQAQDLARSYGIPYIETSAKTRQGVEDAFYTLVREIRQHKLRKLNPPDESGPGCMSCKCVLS
Bim-Mcl-1 – inhibitors of Bim-Mcl-1 interaction, human | Bead-based flow cytometry, Bim peptide-Mcl-1 binding | inhibition, % at 10 µM | Q07820 | 190,000 tested, 0.1% active; in the data active = inhibition above about 40%;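 note: 0% = no compound tracer wells and 100% = peptide blocker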
Target sequence (Q07820 whole entry, looked up): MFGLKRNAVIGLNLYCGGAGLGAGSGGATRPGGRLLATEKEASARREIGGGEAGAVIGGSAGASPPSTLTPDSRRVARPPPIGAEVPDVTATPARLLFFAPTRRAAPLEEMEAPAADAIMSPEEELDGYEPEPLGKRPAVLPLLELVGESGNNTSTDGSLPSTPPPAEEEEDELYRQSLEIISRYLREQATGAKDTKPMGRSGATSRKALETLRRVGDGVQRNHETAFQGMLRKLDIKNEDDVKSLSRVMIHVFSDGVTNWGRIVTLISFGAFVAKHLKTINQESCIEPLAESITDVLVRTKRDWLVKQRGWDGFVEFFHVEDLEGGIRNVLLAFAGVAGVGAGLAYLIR
Rab2A wt mod – changes GTP binding to wildtype dog Rab2A, up or down; P61105; GST-Rab2 wt beads, Bodipy-GTP binding, flow cytometry; GTP binding activity, % at 10 µM; 190,000 tested, 0.19% active; AID 760;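 active = GTP binding activity at least 20 points away from 100%, either lowered or raised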;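 note: 0% = beads with excess unlabeled GTP and 100% = no-compound control corrected for plate trend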
Mcl1-Noxa inh – Mcl-1/Noxa interaction inhibition. TR-FRET Mcl-1/Noxa peptide binding, 2 h. inhibition, % at 21.7 µM. 220,000 tested, 1.5% active;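 active = compounds that cut the protein-peptide binding signal by more than 50% relative to plate controls in a single-dose test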;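 note: His-tagged Mcl-1 with rhodamine Noxa BH3 peptide and terbium anti-His antibody; 0% = Mcl-1 plus Noxa peptide wells and 100% = peptide-only wells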
Rab7 wt modul – dog Rab7 wildtype GTP binding, inhibitors and activators; GST-Rab7 beads, fluorescent GTP binding, flow cytometry; actives lie on both sides; untreated = 100%, excess cold GTP = 0%; 190,000 tested, 0.055% active; AID 758; GTP binding activity (percent of control), % at 10 µM;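 active = fluorescent GTP binding to Rab7 beads changed by at least 20 points from the 100% baseline, either direction, mostly lower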;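 note: median green fluorescence of bound Bodipy-FL-GTP per Rab7 bead population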
Rac1 mut GTP – human Rac1 activated mutant GTP binding change; P63000; GST-Rac1 activated beads, fluorescent GTP binding, flow cytometry; actives lie on both sides; 100% means binding = to untreated wells; percent activity (GTP binding), % at 10 µM; 190,000 tested, 0.11% active; AID 764;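 active = GTP binding at least 20 percentage points away from the 100% baseline, in either direction, so actives lie on both sides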
Rac1 wt GTP bind – alters GTP binding to wildtype human Rac1. 190,000 tested, 0.27% active. GTP binding activity (% of control), % at 10 µM. AID 757. P63000. GST-Rac1 beads, fluorescent GTP binding, flow cytometry; actives lie on both sides; 0 = cold GTP competed, 100 = untreated;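 active = GTP binding activity at least 20 points away from the 100% control level, either lower or higher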
RGS8-Gao – human RGS8-Galphao interaction regulation; response (percent of control binding), % at 10 µM; multiplexed bead flow cytometry, RGS8-Galphao binding; actives lie on both sides; 220,000 tested, 0.34% active; in the data active = response below about 60% or above about 140%; inactive = in between;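 note: Galphao activated as the GDP aluminium fluoride complex binding bead-coupled RGS8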
Target sequence (P09471 whole entry, looked up): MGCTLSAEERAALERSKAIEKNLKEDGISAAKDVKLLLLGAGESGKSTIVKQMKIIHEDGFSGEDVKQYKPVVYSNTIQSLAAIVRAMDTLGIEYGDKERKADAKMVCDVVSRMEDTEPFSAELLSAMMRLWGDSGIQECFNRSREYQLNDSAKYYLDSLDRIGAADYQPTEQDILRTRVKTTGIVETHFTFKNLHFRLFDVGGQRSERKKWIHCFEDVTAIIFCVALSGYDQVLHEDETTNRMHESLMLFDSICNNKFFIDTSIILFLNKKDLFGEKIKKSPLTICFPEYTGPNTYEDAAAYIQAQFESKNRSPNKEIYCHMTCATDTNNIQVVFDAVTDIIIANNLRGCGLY
Pf gametocyte – P. falciparum stage V gametocyte viability inhibition; P. falciparum stage V gametocytes, ATP luminescence, 24 h; inhibition, % at 10.9 µM; 150,000 tested, 0.065% active; AID 743093;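 active = inhibition above the mean plus 3 SD of compounds within the control limits, set per campaign, cut at about 38% in these data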;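 note: 0% = DMSO wells and 100% = medium only without gametocytes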
Mcl1 Bid PPI – Mcl-1/Bid interaction inhibition; inhibition, % at 21.7 µM; 220,000 tested, 0.97% active; TR-FRET Mcl-1/Bid-Dy647 peptide binding, 1536-well; Q07820;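 active = compounds that cut the binding signal by more than half at the single screening dose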;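 note: His-tagged Mcl-1 with europium anti-His antibody binding Bid BH3 peptide; 0% = Mcl-1 plus peptide wells and 100% = peptide-only wells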
The depositor's hits bear a star; / = no result given.

Short forms – A = Cdc42 wt; B = HRas wt GTP bind; C = Bim-Mcl-1; D = Rab2A wt mod; E = Mcl1-Noxa inh; F = Rab7 wt modul; G = Rac1 mut GTP; H = Rac1 wt GTP bind; I = RGS8-Gao; J = Pf gametocyte; K = Mcl1 Bid PPI
SMILES: CNC(=O)c1cc(C(=O)c2ccc(C(F)(F)F)cc2F)c[nH]1
  A = 95; B = 94; C = 0; D = 92; E = 7; F = 93; G = 95; H = 96; I = 99; J = -6; K = -11

SMILES: CCOc1ccc(N2C(=O)CN(c3cccc4ccccc34)C2=S)cc1
  A = 96; B = 100; C = 1; D = 99; E = -4; F = 103; G = 97; H = 100; I = 104; J = /; K = -3

SMILES: COc1ccc(OCCSc2nnc(-c3cccnc3)n2N)cc1
  A = 100; B = 96; C = 0; D = 94; E = 38; F = 96; G = 98; H = 100; I = 91; J = 9; K = 4

SMILES: COc1cccc(NC(=O)Nc2ccc3c(c2)N(C)C(=O)CS3)c1
  A = 99; B = 97; C = -3; D = 96; E = 38; F = 94; G = 99; H = 100; I = 103; J = -3; K = -14

SMILES: CCCNC(=O)c1ccccc1NC(=O)c1ccccc1N(C)S(=O)(=O)c1ccccc1
  A = 100; B = 99; C = -6; D = 101; E = 8; F = 103; G = 99; H = 103; I = 102; J = 9; K = -2

SMILES: CC(=O)c1c(C)n(C)c2ccc(O)cc12
  A = 98; B = 99; C = -1; D = 103; E = 13; F = 98; G = 98; H = 101; I = 97; J = /; K = -31

SMILES: CC(=O)NC(CC(=O)Nc1cccc(S(=O)(=O)N2CCCCC2)c1)c1ccccc1 (stereo unspecified)
  A = 99; B = 99; C = -5; D = 99; E = /; F = 98; G = 95; H = 94; I = 99; J = /; K = -17

SMILES: Cc1ccc(NC(=O)C2CCCN2S(=O)(=O)c2ccc3c(c2)CCC(=O)N3)cc1Cl (stereo unspecified)
  A = 102; B = 103; C = -4; D = 103; E = -12; F = 105; G = 102; H = 109; I = 99; J = /; K = -7

SMILES: COc1cccc(-c2cc(C(F)(F)F)c3c(N)c(C#N)sc3n2)c1
  A = 100; B = 99; C = -3; D = 105; E = 0; F = 104; G = 102; H = 104; I = 113; J = /; K = -35

SMILES: O=C(CSc1ccccc1Cl)NC1CCCc2ccccc21 (stereo unspecified)
  A = 103; B = 100; C = -7; D = 100; E = 46; F = 99; G = 100; H = 102; I = 93; J = 17; K = -6

SMILES: CN(C(=O)CSc1nc(C2CC2)nc2ccccc12)c1nc(-c2ccccc2)cs1
  A = 101; B = 101; C = -2; D = 104; E = 7; F = 98; G = 99; H = 102; I = 102; J = 14; K = 14

SMILES: COc1cccc(/C=N/NC(=O)CC(=O)NCCc2ccc(OC)c(OC)c2)c1
  A = 101; B = 101; C = -2; D = 100; E = -15; F = 95; G = 100; H = 102; I = 99; J = /; K = -21

SMILES: COc1cccc(NS(=O)(=O)c2ccc3c(c2)CCCN3C(C)=O)c1
  A = 102; B = 100; C = 0; D = 101; E = -2; F = 101; G = 98; H = 102; I = 102; J = 10; K = -6

SMILES: CCc1nnc(NC(=O)C2CCCO2)s1 (stereo unspecified)
  A = 92; B = 95; C = -2; D = 94; E = -14; F = 96; G = 96; H = 97; I = 101; J = -22; K = -21

SMILES: COc1ccc(C(=O)NC(C)c2cc(OC)c(OC)cc2Br)cc1 (stereo unspecified)
  A = 104; B = 104; C = 0; D = 104; E = -7; F = 96; G = 103; H = 105; I = 105; J = -6; K = -33

SMILES: COc1cccc(/C=C/C(=O)OCC(=O)Nc2cc(S(=O)(=O)N3CCOCC3)ccc2C)c1
  A = 93; B = 98; C = -2; D = 95; E = 5; F = 102; G = 92; H = 97; I = 124; J = -7; K = -3

SMILES: CC1Nc2ccccc2C(=O)N1NS(C)(=O)=O (stereo unspecified)
  A = 97; B = 96; C = 19; D = 96; E = 10; F = 96; G = 96; H = 99; I = 99; J = -6; K = -32

SMILES: CCN1CCN(C(=O)CCc2nc3ccccc3n2-c2ccccc2)CC1
  A = 104; B = 101; C = -2; D = 99; E = 11; F = 100; G = 101; H = 106; I = 103; J = 13; K = -13

SMILES: Cc1cc(NC(=O)CCC(=O)N(Cc2ccco2)C(C(=O)NC2CCCC2)c2ccccc2C)no1 (stereo unspecified)
  A = 101; B = 103; C = -1; D = 104; E = -11; F = 104; G = 101; H = 103; I = 101; J = /; K = -14

SMILES: Cn1c(N/N=C/c2cccs2)cc(=O)n(C)c1=O
  A = 104; B = 101; C = -2; D = 100; E = 12; F = 100; G = 99; H = 103; I = 99; J = /; K = -11

SMILES: CC(=O)c1ccc(NC(=O)CN2CCN(c3ncccn3)CC2)cc1
  A = 104; B = 102; C = -64; D = 100; E = -11; F = 103; G = 98; H = 107; I = 100; J = /; K = 28

SMILES: CCN1C(=O)C2C(C1=O)N1C(c3cccs3)C3C(=O)N(CC)C(=O)C3N1C2c1cccs1 (stereo unspecified)
  A = 101; B = 99; C = -4; D = 99; E = -3; F = 97; G = 98; H = 99; I = 102; J = /; K = -22

SMILES: N#CCC1c2ccccc2CCN1C(=O)Nc1cccc(Cl)c1 (stereo unspecified)
  A = 99; B = 99; C = 0; D = 99; E = -1; F = 100; G = 99; H = 102; I = 98; J = /; K = 0

SMILES: COc1cccc(/C=N/n2nnc3c(cnn3-c3ccccc3)c2=O)c1
  A = 97; B = 99; C = -2; D = 100; E = -14; F = 101; G = 96; H = 99; I = 101; J = /; K = 8

SMILES: Cc1[nH]nc2c1C(c1ccoc1)C(C#N)=C(N)O2 (stereo unspecified)
  A = 106; B = 99; C = 0; D = 99; E = -18; F = 98; G = 98; H = 105; I = 109; J = /; K = -67

SMILES: Cc1ccc(-c2nnn(CC(=O)Nc3ccccc3N3CCOCC3)n2)cc1
  A = 107; B = 102; C = 1; D = 104; E = 13; F = 102; G = 100; H = 105; I = 100; J = 2; K = -11

SMILES: c1cnc2c(Oc3ncnc4sccc34)cccc2c1
  A = 95; B = 96; C = 0; D = 97; E = 13; F = 99; G = 93; H = 99; I = 101; J = 6; K = -34

SMILES: O=C(CCCCCn1c(=S)[nH]c2ccc(N3CCOCC3)cc2c1=O)NCc1ccc(Cl)cc1
  A = 100; B = 99; C = -1; D = 97; E = 39; F = 99; G = 96; H = 99; I = 95; J = /; K = 0

SMILES: COc1ccc(-c2ccc(=O)n(Cc3cccc([N+](=O)[O-])c3)n2)cc1
  A = 97; B = 101; C = 0; D = 102; E = 3; F = 106; G = 97; H = 102; I = 103; J = 11; K = -19

SMILES: COc1ccc(NC(=O)NCc2ccccc2F)cc1OC
  A = 95; B = 94; C = -1; D = 95; E = 5; F = 93; G = 96; H = 96; I = 105; J = 1; K = -33

SMILES: COCCN(Cc1ccccc1)C(=S)Nc1ccc(OC(F)F)cc1
  A = 102; B = 100; C = -3; D = 98; E = -1; F = 97; G = 101; H = 102; I = 94; J = -23; K = -43

SMILES: CCOC(=O)N1CCC(NCCNC(=O)c2cccs2)CC1
  A = 97; B = 96; C = -2; D = 96; E = 31; F = 96; G = 96; H = 98; I = 103; J = /; K = 31

SMILES: CCOC(=O)C1(CCCc2ccccc2)CCN(C(=O)c2ocnc2C)CC1
  A = 98; B = 99; C = -2; D = 99; E = 12; F = 104; G = 96; H = 101; I = 98; J = 0; K = 1

SMILES: Cc1c(Br)c(=O)oc2c(C)c(O)ccc12
  A = 94; B = 98; C = 1; D = 94; E = 3; F = 99; G = 95; H = 93; I = 101; J = -17; K = 2

SMILES: CCn1c(SCC(=O)Nc2cccc(C(C)=O)c2)nnc1C(C)C
  A = 100; B = 99; C = -9; D = 99; E = -6; F = 95; G = 97; H = 102; I = 101; J = /; K = -6

SMILES: O=C1CN(C(=O)COC(=O)CNS(=O)(=O)/C=C/c2ccccc2)c2ccccc2N1
  A = 98; B = 94; C = -4; D = 99; E = 8; F = 94; G = 96; H = 103; I = 105; J = 25; K = 58*

SMILES: C[C@H](NC(=O)c1ccco1)C(=O)Nc1ccc2c(c1)OCO2
  A = 96; B = 95; C = -2; D = 96; E = 1; F = 93; G = 97; H = 96; I = 100; J = -41; K = -39

SMILES: Cc1cc(C(=O)NCCc2ccc(Cl)cc2)no1
  A = 99; B = 98; C = 2; D = 95; E = 2; F = 97; G = 97; H = 102; I = 106; J = /; K = -2

SMILES: O=C1NC(=Nc2ccccc2)c2ccc([N+](=O)[O-])cc21
  A = 100; B = 98; C = -5; D = 101; E = -4; F = 98; G = 99; H = 104; I = 97; J = 16; K = -6

SMILES: O=C(NCCN1CCN(c2ccccc2)CC1)C1(S(=O)(=O)c2ccc(Cl)cc2)CC1
  A = 104; B = 98; C = -1; D = 100; E = -3; F = 98; G = 99; H = 103; I = 94; J = /; K = -41

SMILES: CCOc1ccc(NC2OC(C)C(O)C(O)C2O)c([N+](=O)[O-])c1 (stereo unspecified)
  A = 96; B = 103; C = -2; D = 97; E = -4; F = 102; G = 95; H = 107; I = 100; J = -3; K = -14

SMILES: C/C(=N\NC(=O)c1ccncc1)c1ccc(N(C)C)cc1
  A = 99; B = 99; C = -5; D = 99; E = -15; F = 98; G = 99; H = 102; I = 101; J = /; K = -19

SMILES: CCOC(=O)c1c(NC(=O)CSc2nnc(-c3cccnc3)o2)sc2c1CCC2
  A = 99; B = 100; C = /; D = 98; E = 18; F = 100; G = 96; H = 101; I = 100; J = /; K = -10

SMILES: O=C(Nc1nnc(-c2ccco2)s1)c1ccccc1
  A = 96; B = 96; C = -4; D = 93; E = 22; F = 97; G = 94; H = 96; I = 98; J = /; K = -6

Some of these compounds in order of SMILES length, low to high.
Short forms – A = Cdc42 wt; B = HRas wt GTP bind; C = Bim-Mcl-1; D = Rab2A wt mod; E = Mcl1-Noxa inh; F = Rab7 wt modul; G = Rac1 mut GTP; H = Rac1 wt GTP bind; I = RGS8-Gao; J = Pf gametocyte; K = Mcl1 Bid PPI
SMILES: Cc1c(Br)c(=O)oc2c(C)c(O)ccc12
  A = 94; B = 98; C = 1; D = 94; E = 3; F = 99; G = 95; H = 93; I = 101; J = -17; K = 2

SMILES: O=C(Nc1nnc(-c2ccco2)s1)c1ccccc1
  A = 96; B = 96; C = -4; D = 93; E = 22; F = 97; G = 94; H = 96; I = 98; J = /; K = -6

SMILES: CCOC(=O)N1CCC(NCCNC(=O)c2cccs2)CC1
  A = 97; B = 96; C = -2; D = 96; E = 31; F = 96; G = 96; H = 98; I = 103; J = /; K = 31

SMILES: COCCN(Cc1ccccc1)C(=S)Nc1ccc(OC(F)F)cc1
  A = 102; B = 100; C = -3; D = 98; E = -1; F = 97; G = 101; H = 102; I = 94; J = -23; K = -43

SMILES: CCn1c(SCC(=O)Nc2cccc(C(C)=O)c2)nnc1C(C)C
  A = 100; B = 99; C = -9; D = 99; E = -6; F = 95; G = 97; H = 102; I = 101; J = /; K = -6

SMILES: O=C1NC(=Nc2ccccc2)c2ccc([N+](=O)[O-])cc21
  A = 100; B = 98; C = -5; D = 101; E = -4; F = 98; G = 99; H = 104; I = 97; J = 16; K = -6

SMILES: O=C1CN(C(=O)COC(=O)CNS(=O)(=O)/C=C/c2ccccc2)c2ccccc2N1
  A = 98; B = 94; C = -4; D = 99; E = 8; F = 94; G = 96; H = 103; I = 105; J = 25; K = 58*

Bioassay records deposited in PubChem BioAssay by several laboratories.
